Source: PubChem
aSyn yeast inh: alpha-synuclein toxicity inhibition in yeast | Yeast expressing alpha-synuclein, growth rescue, BacTiter-Glo, 24 h | Potency, µM (top dose mostly 46.1 µM), for inactives: at the highest dose growth rescue (activation), hits mostly activators | actives 0.14% (n = 370,000); further: potency means the concentration at half of the fitted maximal effect; % of control where 0% means no effect; nearly all actives have a fitted effect of over 65% in size
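Rescue of yeast growth: cells expressing toxic alpha-synuclein, induced in galactose at OD600 0.02, incubated with compound 24 h at 30 C. ATP luminescence quantified growth; inhibitors of toxicity appear as activators.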
EPAC1 antagonist: blocks human EPAC1 exchange factor; O95398; EPAC1 GEF assay, Rap1b-BODIPY-GDP exchange fluorescence; Potency, µM (highest dose often 115 µM), for the others: at the highest dose activity change, negative = inhibition, actives largely listed as inhibitors; actives 0.14% (n = 360,000);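 further: potency means the concentration at half of the fitted maximal effect; plate controls were vehicle for no effect and positive control for full effect; nearly all actives have a fitted effect of over 50% in size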
Abeta rescue: restores growth of yeast expressing A-beta42 peptide; yeast expressing A-beta42, growth rescue, OD600, 48 h; response scale: 0% DMSO, 100% iron-clioquinol control; actives 0.063% (n = 410,000); Potency, µM (series often up to 46.1 µM), for inactives: at the highest dose growth rescue, usual class: activators; further: potency means the concentration at half of the fitted maximal effect; nearly all actives have a fitted effect of over 55% in size
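Growth rescue measured by 600 nm absorbance after 48 h yeast culture at 30 C with compound. Values normalized between DMSO and an equimolar ferric chloride plus clioquinol control.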
PLK1 PBD block: blocks phosphopeptide binding to human PLK1 polo-box domain | P53350 | Plk1 PBD binding of FITC phosphopeptide, fluorescence polarization | Potency, µM, for inactives: max response, negative = inhibition, actives largely listed as inhibitors | actives 2.8% (n = 360,000) | AID 720504; further: potency means the concentration at half of the fitted maximal effect; series mostly up to about 57 µM; on the % scale 0 is the no-effect control and ±100 the full control effect; nearly all actives have a fitted effect of over 65% in size
Target sequence (P53350 whole entry, looked up, the tested form may be a part): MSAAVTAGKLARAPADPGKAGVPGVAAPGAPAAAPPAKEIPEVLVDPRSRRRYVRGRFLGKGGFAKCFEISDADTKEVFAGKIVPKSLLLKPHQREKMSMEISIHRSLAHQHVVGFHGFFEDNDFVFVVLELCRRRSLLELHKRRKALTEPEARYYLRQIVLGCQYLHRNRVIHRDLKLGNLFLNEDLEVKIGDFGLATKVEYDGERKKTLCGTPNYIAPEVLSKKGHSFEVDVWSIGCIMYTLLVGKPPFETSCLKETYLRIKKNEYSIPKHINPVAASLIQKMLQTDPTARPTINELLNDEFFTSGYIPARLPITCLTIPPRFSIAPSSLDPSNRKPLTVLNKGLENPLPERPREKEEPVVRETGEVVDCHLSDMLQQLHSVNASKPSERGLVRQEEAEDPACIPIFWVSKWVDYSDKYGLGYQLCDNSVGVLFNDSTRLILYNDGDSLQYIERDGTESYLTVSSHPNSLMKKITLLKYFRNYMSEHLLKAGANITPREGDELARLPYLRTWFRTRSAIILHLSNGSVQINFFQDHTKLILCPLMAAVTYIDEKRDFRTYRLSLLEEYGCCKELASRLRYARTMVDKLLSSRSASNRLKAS
EPAC1 agonist: activates human EPAC1 exchange factor; O95398; EPAC1 agonist qHTS, biochemical assay; response scale: 100% = response to 6.5 mM cAMP; AID 720707; Potency, µM (titrated, usually from 154 µM), for the others: at the top dose activation, most hits filed as activators; actives 0.073% (n = 360,000); further: potency means the concentration at half of the fitted maximal effect; nearly all actives have a fitted effect of over 60% in size
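Nucleotide exchange assay: 100 nM EPAC1 with 250 nM Rap1B loaded with BODIPY-GDP and 50 uM GDP, room temperature. Fluorescence (480/540 nm) read every 5 min for 30 min; signal change normalized to 6.5 mM cAMP as full agonist.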
IL-2 act: activators of IL-2. actives 0.065% (n = 360,000). IL-2 activation reporter assay, cell-based qHTS; stimulated with anti-CD3/CD4/CD28 beads; in transgenic mouse T cells. activation, % (series mostly up to about 46 µM); in the data active means activation above about 50%; inconclusive means mostly about 30% to 49%; further: 0% is about no effect
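Using fluorescent plate cytometry, EGFP and DsRed are detected in transgenic mouse T cells stimulated 18 h at 37 degrees C with antibody-coated beads after 60 min compound pretreatment.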
FUS suppressor: FUS proteinopathy suppression in yeast; S. cerevisiae FUS-expressing, growth rescue, OD600, 24 h; Potency, µM (series often up to 76.6 µM), inactives show top-dose growth rescue (activation), hits mostly activators; actives 0.24% (n = 390,000); AID 1347120;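 further: potency means the concentration at half of the fitted maximal effect; plate controls were DMSO vehicle for no effect and reference control for full effect; nearly all actives have a fitted effect of over 55% in size; some results filed as inactive show a strong effect at the top dose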
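Steps: raffinose overnight preculture; dilution to OD 0.005 in 2% galactose minimal medium; compound addition (concentration series); 24hr at 30C, 99% humidity; absorbance read at 600 nm.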
PI5P4K alpha inh: blocks human PI5P4K alpha kinase activity | max response, % | actives 1.2% (n = 330,000) | PI5P4Kalpha enzyme, ADP-Glo luminescence, 60 min; active compounds read low; active means max response of -50% or lower; inconclusive means between -30% and -50%; inactive means -30% or higher; further: value at the top dose of about 77 µM; on the % scale 0 is the no-effect control and ±100 the full control effect
Target sequence (P48426 whole entry, looked up): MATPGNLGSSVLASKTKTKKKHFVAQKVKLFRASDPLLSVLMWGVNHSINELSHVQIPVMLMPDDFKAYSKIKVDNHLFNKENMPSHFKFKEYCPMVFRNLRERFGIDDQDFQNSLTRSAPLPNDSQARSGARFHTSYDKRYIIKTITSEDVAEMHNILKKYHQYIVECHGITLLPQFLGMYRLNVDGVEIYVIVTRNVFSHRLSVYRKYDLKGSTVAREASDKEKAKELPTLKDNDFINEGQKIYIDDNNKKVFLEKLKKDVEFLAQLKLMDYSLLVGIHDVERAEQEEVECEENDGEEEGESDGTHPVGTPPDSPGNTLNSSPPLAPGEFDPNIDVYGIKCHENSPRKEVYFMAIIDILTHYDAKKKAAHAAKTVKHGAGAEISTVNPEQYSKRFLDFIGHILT
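Controls without substrate or without enzyme flank wells where PI5P4Kalpha converts substrate using 5 microM ATP (final). Incubation lasts 60 minutes at room temperature; ADP formed is read by ADP-Glo luminescence.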
WRN helicase inh: blocks human WRN helicase; Q14191; WRN helicase unwinding, fluorescent forked duplex, kinetic; Potency, µM (titrated, usually from 114 µM), without a hit: top-dose activity change, negative = inhibition, actives largely listed as inhibitors; actives 0.46% (n = 360,000); AID 651768; further: potency means the concentration at half of the fitted maximal effect; on the % scale 0 is the no-effect control and ±100 the full control effect; nearly all actives have a fitted effect of over 55% in size
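Screening of the MLSMR collection measured strand separation of a quenched forked DNA duplex (100 nM) by 20 nM WRN with 2 mM ATP, all final. Compounds were preincubated with enzyme 15 min at room temperature.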
The depositor's hits bear a star; ? = inconclusive; / = no result given; [ ] = another dose, or the depositor's remark. Unless noted, the call rests on the fitted dose curve; in most records, active means well fitted curve in the direction sought with a large enough effect; inconclusive means small, poorly fitted or top-dose-only effect, or another doubt; inactive means no such curve, though single readings can be large; an effect the other way counts as inactive or inconclusive.

SMILES	aSyn yeast inh	EPAC1 antagonist	Abeta rescue	PLK1 PBD block	EPAC1 agonist	IL-2 act	FUS suppressor	PI5P4K alpha inh	WRN helicase inh
CC(=O)c1cc(C(=O)Nc2ccc(C(=O)O)cc2)oc1C	2%	-3%	8%	-7%	0%	1.5	2%	-1	0%
COc1cc(C(=O)NNC(=O)c2cccn2C)cc(OC)c1OC	9%	1%	0%	-7%	-3%	-1.8	-1%	-1	-3%
N#Cc1ccccc1OCC(=O)OCC(=O)NC1CC1	-6%	22%	0%	3%	-3%	-0.2	-10%	1	12%
CCN(CC(=O)Nc1ccc(NC(C)=O)cc1)C(=O)c1cccc(N2C(=O)c3ccccc3C2=O)c1	-4%	-4%	-7%	-13%	2%	0.4	4%	-3	-2%
CC1(C)CC(=O)C(Br)=C(O)C1	-6%	-11%	-12%	?	3%	1.3	19%	2	-4%
CC(=O)NS(=O)(=O)c1ccc(NC(=O)c2ccc3c(c2)OCO3)cc1	5%	19%	1%	-5%	23%	0.8	-8%	-4	-11%
CCC(CC)NC(=O)c1cc2c(C)nn(Cc3ccccc3Cl)c2s1	-4%	-3%	-7%	-7%	7%	-0.6	8%	7	-3%
O=C1C(NS(=O)(=O)c2ccc(Br)cc2)=C(N2CCCCC2)C(=O)c2ccccc21	-10%	?	/	-21%	13%	0.0	15%	-13	-3%
N#Cc1c(SCC(=O)Nc2nc3ccc(Br)cc3s2)sc2c(O)cc(=O)[nH]c12	-1%	7%	7%	?	3%	-1.2	16%	-102*	?
Nn1c(SCC(=O)NCc2ccccc2)nncc1=O	-7%	-2%	-7%	-1%	5%	-0.5	/	-6	-12%
O=C(Nc1ccc(N2CCCC2)cc1)c1cccc(Cl)c1	-5%	-11%	-1%	-14%	8%	0.4	37%	-11	10%
CCOC(=O)CC1=C(C(=O)OCC)C(c2ccc(OC)c(OC)c2)C(C#N)=C(N)O1 (configuration not stated)	1%	10%	0%	-8%	11%	1.7	?	1	1%
CN(CC(=O)Nc1ccc(N2CCOCC2)cc1)CC(=O)Nc1ccc(N2CCOCC2)cc1	-12%	8%	-3%	-14%	5%	0.3	15%	-4	-3%
CCOC(=O)CSc1nnc([C@@H](NC(=O)OC(C)(C)C)C(C)C)o1	1%	-6%	-6%	-7%	-11%	1.0	1%	6	-3%
COc1ccccc1N(C)S(=O)(=O)c1ccc(C(=O)NC(C)(C)C)cc1	-2%	-7%	14%	1%	3%	2.2	8%	2	-1%
O=S(=O)(c1ccc(N2CC=C(c3ccccc3)CC2)nc1)N1CCCC1	4%	-10%	19%	-4%	7%	0.2	?	/	-6%
COc1cc(S(=O)(=O)N2CCN3CCCC3C2)ccc1-n1cnnn1 (configuration not stated)	-1%	12%	-3%	-3%	3%	-1.3	-12%	/	-2%
CCOc1cc(CNc2ccc3[nH]c(=O)[nH]c3c2)ccc1OCC(=O)NC(C)(C)C	1%	2%	-5%	-8%	-3%	-0.9	10%	-7	2%[57.1 µM]
CC1(C)CC(=O)C(N=Nc2ccc(S(=O)(=O)N3CCOCC3)cc2)=C(O)C1	10%	-19%	7%	?	5%	0.6	20%	-20	-1%
CS(=O)c1ccccc1COC(=O)Nc1cccc(Cl)c1 (configuration not stated)	-12%	-2%	7%	?	1%	-0.9	8%	/	-5%

Exported with values under each structure: part of the list above
Below each compound: aSyn yeast inh, EPAC1 antagonist, Abeta rescue, PLK1 PBD block, EPAC1 agonist, IL-2 act, FUS suppressor, PI5P4K alpha inh, WRN helicase inh
> CC(=O)NS(=O)(=O)c1ccc(NC(=O)c2ccc3c(c2)OCO3)cc1
    5%, 19%, 1%, -5%, 23%, 0.8, -8%, -4, -11%
> CCC(CC)NC(=O)c1cc2c(C)nn(Cc3ccccc3Cl)c2s1
    -4%, -3%, -7%, -7%, 7%, -0.6, 8%, 7, -3%
> O=C1C(NS(=O)(=O)c2ccc(Br)cc2)=C(N2CCCCC2)C(=O)c2ccccc21
    -10%, ?, /, -21%, 13%, 0.0, 15%, -13, -3%

Back to the main list; the two compounds before the break are reprinted first.
SMILES	aSyn yeast inh	EPAC1 antagonist	Abeta rescue	PLK1 PBD block	EPAC1 agonist	IL-2 act	FUS suppressor	PI5P4K alpha inh	WRN helicase inh
CC1(C)CC(=O)C(N=Nc2ccc(S(=O)(=O)N3CCOCC3)cc2)=C(O)C1	10%	-19%	7%	?	5%	0.6	20%	-20	-1%
CS(=O)c1ccccc1COC(=O)Nc1cccc(Cl)c1 (configuration not stated)	-12%	-2%	7%	?	1%	-0.9	8%	/	-5%
O=C(CNCc1ccco1)Nc1cccc(S(=O)(=O)N2CCCCC2)c1	-4%	-9%	-5%	-10%	0%	0.7	-9%	-8	4%
COc1ccccc1Nc1nc(-c2c(C)[nH]c3ccccc23)cs1	-9%	-4%	-3%	-8%	-10%	1.2	21%	-3	1%
Cn1nnc2sc3c(c2c1=O)CCCC3	-8%	10%	-19%	?	1%	-3.1	9%	/	0%
O=C(Oc1c(CN2CCOCC2)cc(Cl)c2cccnc12)c1ccc(F)cc1	2%	0%	-28%	1%	15%	-1.3	9%	/	2%
CCOc1cc(C2C(C(=O)c3ccccc3)=C(C(=O)OC)Nc3nnnn32)ccc1O (configuration not stated)	-10%	7%	6%	2%	-5%	0.4	13%	-8	9%
Cc1cccc(N2CCN(C(=O)C(Cc3ccccc3)NC(N)=O)CC2)c1C (configuration not stated)	2%	-19%	14%	-4%	7%	-1.6	19%	11	0%
COCCN(C(=O)C(=O)NC1CCCC1)C(C(=O)NC1CCCC1)c1ccccc1F (configuration not stated)	1%	-17%	0%	-6%	4%	-0.3	14%	-5	1%
Cc1ccc(NC(=O)COc2ccccc2)cc1S(=O)(=O)N1CCCCCC1	-4%	10%	5%	-6%	19%	-1.5	27%	-7	-11%
CSCC[C@H](NC(=O)c1cccc([N+](=O)[O-])c1C)c1nc2ccccc2[nH]1	-5%	-7%	14%	-8%	1%	-0.3	/	-5	7%
Cc1cccc(N=C2NC(=O)/C(=C/C=C/c3ccco3)S2)c1C	14%	?	-4%	15µM*	11%	-0.8	44%	-80*	32µM*
Cc1ccccc1-n1c(SCc2c(C)noc2C)nnc1-c1ccncc1	0%	2%	2%	-2%	4%	-0.5	7%	/	-4%
CCN(CC)CCn1c(=S)[nH]c2ccccc2c1=O	-3%	19%	-18%	-10%	-3%	-1.8	28%	/	6%
COC(=O)c1noc(-c2ccc(C)cc2)n1	0%	-3%	3%	-9%	8%	0.0	2%	/	14%
Cc1ccc(N(C)S(=O)(=O)c2ccc3c(c2)NC(=O)C(C)S3)cc1 (configuration not stated)	1%	16%	-3%	-13%	13%	-2.7	2%	0	0%
Cc1cc(C(=O)NCCC2=CCCCC2)ccc1[N+](=O)[O-]	-5%	-16%	-10%	-7%	9%	-0.8	6%	0	-4%
c1ccc2c(c1)nc(N1CCCCC1)c1ccccc12	4%	-7%	-6%	3%	2%	-3.7	7%	26	0%
O=C(CN1CCN(S(=O)(=O)c2ccc3c(c2)OCCCO3)CC1)N1CCc2ccccc21	0%	-11%	1%	-6%	9%	-1.1	-29%	0	-5%
Nn1c(SCC(=O)Nc2cccc(S(N)(=O)=O)c2)nnc1C1CC1	2%	-11%	-1%	-11%	12%	-0.6	-30%	1	5%
O=C(NC1CCC(O)CC1)c1cc(-c2ccco2)nc2ccccc12 (configuration not stated)	14%	-15%	21%	?	-5%	-0.8	24%	-67*	?
CSC1=C(C#N)C(c2ccc(Cl)cc2)C2=C(CC(C)(C)CC2=O)N1 (configuration not stated)	-1%	-18%	-28%	-9%	-7%	-0.1	/	-1	2%

The list goes on (3 carried over from the part before).
SMILES	aSyn yeast inh	EPAC1 antagonist	Abeta rescue	PLK1 PBD block	EPAC1 agonist	IL-2 act	FUS suppressor	PI5P4K alpha inh	WRN helicase inh
Nn1c(SCC(=O)Nc2cccc(S(N)(=O)=O)c2)nnc1C1CC1	2%	-11%	-1%	-11%	12%	-0.6	-30%	1	5%
O=C(NC1CCC(O)CC1)c1cc(-c2ccco2)nc2ccccc12 (configuration not stated)	14%	-15%	21%	?	-5%	-0.8	24%	-67*	?
CSC1=C(C#N)C(c2ccc(Cl)cc2)C2=C(CC(C)(C)CC2=O)N1 (configuration not stated)	-1%	-18%	-28%	-9%	-7%	-0.1	/	-1	2%
COc1ccc(CNc2nc(NCc3ccc(OC)c(OC)c3)n(C(=O)c3cccs3)n2)cc1OC	10%	6%	12%	-2%	6%	-3.0	36%	/	-16%
CCOc1ccccc1OC(=O)c1cc2ccccc2oc1=O	1%	-18%	-32%[inhibitor]	21µM*	7%	-1.0	7%	-22	4%
CN1CCN(S(=O)(=O)c2ccc(NC(=O)COc3ccccc3Cl)cc2)CC1	1%	6%	4%	0%	1%	-0.2	10%	0	-1%
O=C(/C=C/c1ccccc1[N+](=O)[O-])Nc1cccc(S(=O)(=O)NC2=NCCCCC2)c1	?	-5%	-9%	-14%	-10%	0.2	35%	1	-14%
Cc1ccc(C(=O)NC(=S)N2CCCC2)cc1	-5%	33%[activator]	19%	-3%	-1%	-1.8	18%	1	6%
CCN1CCN(c2oc(-c3ccc(OC)cc3)nc2C#N)CC1	1%	-13%	-4%	-1%	-3%	1.5	22%	/	-6%
CCC(=O)NNC(=O)c1cc(COc2cc(Cl)cc(Cl)c2)on1	7%	-4%	3%	-6%	11%	0.7	-18%	-3	1%
COC(=O)CSC1=C(C#N)C(c2ccsc2)CC(=O)N1 (configuration not stated)	-1%	0%	7%	-12%	13%	0.1	9%	-6	-14%

Retrieved by structure from the list above (2):
SMILES	aSyn yeast inh	EPAC1 antagonist	Abeta rescue	PLK1 PBD block	EPAC1 agonist	IL-2 act	FUS suppressor	PI5P4K alpha inh	WRN helicase inh
Cc1ccc(C(=O)NC(=S)N2CCCC2)cc1	-5%	33%[activator]	19%	-3%	-1%	-1.8	18%	1	6%
COC(=O)CSC1=C(C#N)C(c2ccsc2)CC(=O)N1 (configuration not stated)	-1%	0%	7%	-12%	13%	0.1	9%	-6	-14%
